Assay outcomes deposited in PubChem BioAssay by Southern Research Specialized Biocontainment Screening Center.
PhoP GFP inhibition: Inhibition of PhoP regulon, Salmonella typhi GFP reporter cells, confirmation, 4 h (AID 1850) | Salmonella Typhi PhoP-promoter GFP reporter, fluorescence, 4 h; higher % means a stronger effect | one-dose inhibition, % at 50 µM; IC50 in µM for titrated hits | 310,000 tested, 0.33% active; in the data active = a potency from the dose series; inconclusive = inhibition mostly from about 25% at the one dose, without a potency; inactive = the rest, 99 in 100 with inhibition below about 19%;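 note: 0% = induced wells with vehicle and 100% = uninduced wells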
M. tuberculosis HTS: M. tuberculosis growth inhibition, HTS (AID 449762) | M. tuberculosis H37Rv growth inhibition, 7H9 media; higher % means a stronger effect | inhibition, % at 25 µM; hits with a dose series show IC50 in µM | 330,000 tested, 0.59% active; in the data active = a potency from the dose series; inconclusive = inhibition above about 70% without an active follow-up result;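 note: bacterial growth assessed after seven days of incubation; strong numbers were not always called active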
H1N1 NS1A inhibition: H1N1 influenza NS1A inhibitors, functional cell based assay (AID 504329); NS1A functional cell-based assay, percent inhibition; higher % means a stronger effect; one-dose inhibition, % at 12.5 µM; IC50 in µM for titrated hits; 340,000 tested, 0.3% active; in the data active = a potency from the dose series; inconclusive = inhibition above about 27% without an active follow-up result; note: strong numbers were not always called active
tuberculosis growth: growth inhibition of non-replicating M. tuberculosis (AID 488890). Mycobacterium tuberculosis non-replicating, growth inhibition; higher % means a stronger effect. inhibition, % at 25 µM; hits with a dose series show IC50 in µM. 320,000 tested, 0.39% active; in the data active = a potency from the dose series; inconclusive = inhibition mostly from about 82% at the one dose, without a potency; inactive = the rest, 99 in 100 with inhibition below about 76%;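 note: plate controls were DMSO cells for no effect and high antibiotic wells for full effect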
VEEV TC-83 Vero: inhibitors of VEEV TC-83 cytopathic effect, confirmation, Vero cells (AID 588727). Vero cells, VEEV TC-83 cytopathic effect inhibition; higher % means a stronger effect. one-dose inhibition, % at 20 µM; IC50 in µM for titrated hits. 350,000 tested, 0.13% active; in the data active = a potency from the dose series; inconclusive = inhibition mostly from about 14% at the one dose, without a potency; inactive = the rest, 99 in 100 with inhibition below about 12%; note: strong numbers were not always called active
VEEV TC-83 Vero 10K pilot screen: further read-out of VEEV TC-83 Vero, marked with its call; inhibition, %; measured here: 10K pilot screen inhibition
* marks the source's active call; other numbers are inactive results; i = inactive; ? = inconclusive; . = not tested or not shown.

Start of the listing, in advance, 7 compounds:
SMILES	PhoP GFP inhibition	M. tuberculosis HTS	H1N1 NS1A inhibition	tuberculosis growth	VEEV TC-83 Vero	others
CCOC(=O)CC(SP1(=S)OCC2(CC=CCC2)CO1)C(=O)OCC (stereo not drawn)	.	.	1%	.	0.9%
COCCNC(=O)c1ccc(Cn2c(SCC(=O)NCC3CCCO3)nc3ccc(Br)cc3c2=O)cc1 (stereo not drawn)	-13%	2%	-2%	23%	5.1%
CC(=O)c1ccc(N2CCN(C(=O)C3(S(=O)(=O)c4ccc(Cl)cc4)CC3)CC2)cc1	5%	14%	6%	19%	0.7%
O=C(/C=C/c1ccccc1[N+](=O)[O-])N1CCOCC1	1%	-1%	5%	13%	i
O=C(O)Cc1ccc(NC(=O)c2ccc(NC(=O)C3CC3)cc2)cc1	-9%	-2%	12%	0%	1.2%
O=C(O)C1CCCCC1C(=O)Nc1cc(C(F)(F)F)ccc1Cl (stereo not drawn)	-3%	-6%	16%	4%	1.3%
COc1ccc(C(=O)N2CCNC(=O)C2CC(=O)Nc2ccc(C)cc2)cc1 (stereo not drawn)	-3%	-10%	-5%	1%	0.5%

Main list, previewed entries included:
SMILES	PhoP GFP inhibition	M. tuberculosis HTS	H1N1 NS1A inhibition	tuberculosis growth	VEEV TC-83 Vero	others
CCOC(=O)CC(SP1(=S)OCC2(CC=CCC2)CO1)C(=O)OCC (stereo not drawn)	.	.	1%	.	0.9%
COCCNC(=O)c1ccc(Cn2c(SCC(=O)NCC3CCCO3)nc3ccc(Br)cc3c2=O)cc1 (stereo not drawn)	-13%	2%	-2%	23%	5.1%
CC(=O)c1ccc(N2CCN(C(=O)C3(S(=O)(=O)c4ccc(Cl)cc4)CC3)CC2)cc1	5%	14%	6%	19%	0.7%
O=C(/C=C/c1ccccc1[N+](=O)[O-])N1CCOCC1	1%	-1%	5%	13%	i
O=C(O)Cc1ccc(NC(=O)c2ccc(NC(=O)C3CC3)cc2)cc1	-9%	-2%	12%	0%	1.2%
O=C(O)C1CCCCC1C(=O)Nc1cc(C(F)(F)F)ccc1Cl (stereo not drawn)	-3%	-6%	16%	4%	1.3%
COc1ccc(C(=O)N2CCNC(=O)C2CC(=O)Nc2ccc(C)cc2)cc1 (stereo not drawn)	-3%	-10%	-5%	1%	0.5%
O=C(O)C1CCCCC1C(=O)NCCc1c[nH]c2ccccc12 (stereo not drawn)	4%	-6%	-7%	13%	1.0%
CC(=O)C[C@H](O)CC(=O)[C@@H]1OC(=O)[C@@H](C)C/C=C\Cc2ccccc21	.	-5%	-7%	1%	0.9%
O=C(Nc1cccc2cccnc12)c1ccc(Br)cc1Br	0%	0%	-2%	25%	i
COc1cccc(CCc2nnc(N)s2)c1	-2%	2%	-3%	9%	i
Oc1ccc(-c2nc3ccccc3s2)c(O)c1	4%	?	-9%	79%	5.7%
CC(NC(=O)c1ccco1)C(=O)OCc1cccc(Cl)c1 (stereo not drawn)	-5%	0%	1%	22%	0.2%
COC(=O)c1c(NC(=O)CSc2nnnn2-c2ccc3c(c2)OCO3)sc(C)c1C	-17%	8%	-2%	1%	0.2%
CCc1ccc2oc(C(=O)NCC(c3ccc(OC)cc3)N3CCCCC3)c(C)c2c1 (stereo not drawn)	14%	?	4%	36%	4.0%
O=C(c1c(F)cccc1F)N(Cc1ccccn1)C1CC1	3%	-3%	1%	1%	0.3%
CC(=O)Nc1cc(NC(=O)CCCC(=O)O)ccc1Cl	5%	-5%	5%	-21%	0.5%
Cc1occc1C(=O)NN1C(=O)C2C3CCC(O3)C2C1=O (stereo not drawn)	-4%	-4%	10%	21%	i
NC(=O)CC(NC(=O)c1ccc(Br)cc1)c1ccc(NC2CCCCC2)c([N+](=O)[O-])c1 (stereo not drawn)	0%	49%	0%	-5%	i	VEEV TC-83 Vero 10K pilot screen=0.0
CCn1c(CC(=O)Nc2ccccc2C)nnc1SCC(=O)NC1=NCCS1	-3%	-7%	5%	-10%	1.5%
O=C(Nc1ccc(O)c(-c2nc3ccccc3s2)c1)c1cccs1	-2%	-5%	3%	1%	0.9%
COc1cc(C(=O)NCc2cc(C)nc3ccccc23)cc(OC)c1OC	0%	-5%	-4%	-5%	0.3%
N#C/C(=C\c1cn[nH]c1-c1ccccc1)C(=O)NC1CCCCCC1	2%	50%	6%	41%	0.2%
CC(=O)Nc1ccc(S(=O)(=O)N2CCN=C2SCc2cccc(C)c2)cc1	2%	6%	-2%	27%	8.1%
COc1cc(C(=O)NCC(=O)OCC(=O)N2CCc3ccccc32)cc(OC)c1OC	1%	-2%	4%	2%	0.3%

2 compounds picked at random from the list so far:
SMILES	PhoP GFP inhibition	M. tuberculosis HTS	H1N1 NS1A inhibition	tuberculosis growth	VEEV TC-83 Vero	others
COc1cc(C(=O)NCc2cc(C)nc3ccccc23)cc(OC)c1OC	0%	-5%	-4%	-5%	0.3%
CCn1c(CC(=O)Nc2ccccc2C)nnc1SCC(=O)NC1=NCCS1	-3%	-7%	5%	-10%	1.5%

Back to the main list, starting four compounds before the break.
SMILES	PhoP GFP inhibition	M. tuberculosis HTS	H1N1 NS1A inhibition	tuberculosis growth	VEEV TC-83 Vero	others
COc1cc(C(=O)NCc2cc(C)nc3ccccc23)cc(OC)c1OC	0%	-5%	-4%	-5%	0.3%
N#C/C(=C\c1cn[nH]c1-c1ccccc1)C(=O)NC1CCCCCC1	2%	50%	6%	41%	0.2%
CC(=O)Nc1ccc(S(=O)(=O)N2CCN=C2SCc2cccc(C)c2)cc1	2%	6%	-2%	27%	8.1%
COc1cc(C(=O)NCC(=O)OCC(=O)N2CCc3ccccc32)cc(OC)c1OC	1%	-2%	4%	2%	0.3%
CC12CN3CC(C)(CN(C1)C3c1c[nH]c3ccccc13)C2=O (stereo not drawn)	-11%	-3%	-26%	4%	0.5%
CCCCC(=O)Nc1c(-c2ccc(OC)c(OC)c2)c(=O)c2ccccc2n1C	-1%	2%	-2%	-15%	1.4%
COC(=O)C1=C(C)NC(C)=C(C(=O)OC)C1C(=O)OCC(=O)c1ccc(Br)cc1	.	-5%	-6%	-5%	8.0%
O=C(CCN1CCOCC1)NNC(=O)Nc1cccc(Cl)c1	-5%	-9%	1%	-10%	1.6%
O=c1[nH]c(=S)n(-c2ccc(Br)cc2)c(O)c1C=Nc1ccc(N2CCOCC2)cc1	-2%	3%	-3%	2%	0.6%
Clc1ccc(-c2ccc(C=Nc3ccc(N4CCOCC4)cc3)o2)cc1	-3%	?	0%	?	0.9%
CCOC(=O)c1c(O)c2ccccc2n(C)c1=O	3%	3%	-1%	1%	2.1%
O=C1NC2(CCCCO2)CO1 (stereo not drawn)	3%	-13%	5%	-5%	0.1%
Cc1c(C(=O)N2CCCc3ccccc32)oc2ccccc12	-5%	6%	9%	31%	0.3%
CC1CCCCC1NS(=O)(=O)c1ccc2c(c1)CC(=O)N2C (stereo not drawn)	4%	6%	-4%	11%	2.3%
O=C(NCc1ccccn1)c1cc2c(ccc3ccccc32)oc1=O	0%	-2%	-20%	19%	i
O=S(=O)(c1ccccc1)N1CCN=C1SCc1ccc(Cl)cc1	-2%	3%	3%	41%	0.2%
CCC(=O)N(Cc1cc2cc(OC)ccc2[nH]c1=O)c1ccccc1C	-5%	-3%	2%	12%	8.0%
CCCCC1=CC2=CC(=O)C(C)(OC(=O)CCc3ccccc3)C(=O)C2=CO1 (stereo not drawn)	-3%	3%	0%	24%	0.6%	VEEV TC-83 Vero 10K pilot screen=0.0
COc1cc(/C=C2\SC(N3CCCCC3)=NC2=O)cc(OC)c1OC	13%	3%	-2%	27%	2.0%
CC(C)N(C(=O)Cn1cc(SCC(=O)N2CCCC2)c2ccccc21)C(C)C	-3%	3%	-1%	4%	1.0%
Cc1cccc(C)c1NC(=O)CNC(=O)c1ccc2ccccc2n1	.	-6%	-1%	-8%	i
O=c1cccc2n1C[C@@H]1C[C@@H]2CN(CC(O)c2ccc([N+](=O)[O-])cc2)C1 (stereo partly drawn)	10%	10%	-6%	-4%	i
Cc1ccc(N(CCC#N)C(=O)CSc2nc3ccccc3c(=O)[nH]2)cc1	.	6%	-16%	7%	0.3%
CCCCOc1ccc(CSc2nnc(C)n2N)cc1[N+](=O)[O-]	-1%	-2%	10%	36%	0.3%
Cc1nc(NNC(=O)c2ccc([N+](=O)[O-])cc2)cc(-c2ccccc2)n1	0%	-1%	-4%	-22%	1.8%
c1ccc(-c2nc3c4ccccc4ccn3c2CN2CCCCC2)cc1	-2%	15%	-4%	30%	0.1%
CCOC(=O)c1[nH]c2ccc(OC)cc2c1NS(=O)(=O)c1ccc(Cl)s1	-8%	1%	-2%	-4%	3.9%
COCCN1Cc2cccc(C(=O)Nc3cccc(C)c3C)c2C1=O	-3%	-3%	6%	12%	0.3%
O=C(NN1CCOCC1)C12CC3CC(CC(C3)C1)C2	-9%	-4%	-6%	11%	0.3%
(next part)
SMILES	PhoP GFP inhibition	M. tuberculosis HTS	H1N1 NS1A inhibition	tuberculosis growth	VEEV TC-83 Vero	others
COc1ccc2cc(C(N)=O)/c(=N\NC(=O)c3ccccc3)oc2c1	-5%	6%	0%	20%	3.0%
O=C(Nc1nnc(Cc2ccc(Cl)cc2)s1)c1cccnc1	-7%	7%	11%	71%	1.4%
CN1C(=O)C2(Oc3ccccc3C3CC(c4ccccc4)=NN32)c2ccccc21 (stereo not drawn)	-16%	7%	-2%	4%	7.9%
CCc1cc(=O)oc2c(C)c(OC(C)C(=O)NCCCn3ccnc3)ccc12 (stereo not drawn)	-3%	4%	-14%	2%	1.0%
N#C/C(=C\C=C\c1ccccc1[N+](=O)[O-])c1nc(-c2ccc3c(c2)OCO3)cs1	1%	-3%	14%	-3%	0.1%
O=S(=O)(c1ccc(=S)[nH]c1)N1CCCCC1	.	-9%	-8%	7%	i
Cc1ccc(NC(=O)CN(C)S(=O)(=O)c2ccc3c(c2)c(=O)n(C)c(=O)n3C)cc1	-19%	2%	6%	-7%	0.2%
Cc1ccc(S(=O)(=O)Nc2ccc3c(c2)ncn3C(C)(C)C)cc1	-3%	-7%	0%	7%	0.6%
CC1=CC(=O)C=CC1(C)C(Cl)(Cl)Cl (stereo not drawn)	-2%	2%	10%	-1%	0.1%
O=C(CN1CCN(S(=O)(=O)c2ccccc2)CC1)NC(=O)NCc1ccco1	16%	-1%	10%	1%	0.5%
O=C(c1cccnc1)N1N=C(C2CCCCC2)CC1(O)C(F)(F)F (stereo not drawn)	-2%	-5%	6%	-1%	1.8%
O=C(CCNC(=O)c1ccccc1Cl)Nc1nnc(C2CC2)s1	-1%	3%	-2%	23%	1.1%
CC(C)(C)c1nnc2sc(SCC(=O)c3ccccc3)nn2c1=O	0%	1%	-6%	76%	0.3%
O=C(NCc1ccc(F)cc1)C1CCCN(S(=O)(=O)c2ccc(Br)s2)C1 (stereo not drawn)	-5%	-1%	-1%	-4%	2.3%
CCN(Cc1ccccc1)C(=O)C(=O)c1cn(CC(=O)N2CCCC2)c2ccccc12	-4%	-9%	7%	4%	6.8%
